Screens deposited in PubChem by The Scripps Research Institute Molecular Screening Center.
M1 ag: agonists of human M1 muscarinic receptor; CHO-K1 hM1, Fluo-8 calcium fluorescence, agonist mode; 0% DMSO, 100% acetylcholine EC100; actives 0.33% (n = 360,000); activation, % at 3 µM; P11229;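 active means activation above the run's mean compound activation plus 3 SD, cut at about 16% in these data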;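 further: peak over basal fluorescence ratio within a 140 s kinetic read after compound addition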
Target sequence (P11229 whole entry, looked up): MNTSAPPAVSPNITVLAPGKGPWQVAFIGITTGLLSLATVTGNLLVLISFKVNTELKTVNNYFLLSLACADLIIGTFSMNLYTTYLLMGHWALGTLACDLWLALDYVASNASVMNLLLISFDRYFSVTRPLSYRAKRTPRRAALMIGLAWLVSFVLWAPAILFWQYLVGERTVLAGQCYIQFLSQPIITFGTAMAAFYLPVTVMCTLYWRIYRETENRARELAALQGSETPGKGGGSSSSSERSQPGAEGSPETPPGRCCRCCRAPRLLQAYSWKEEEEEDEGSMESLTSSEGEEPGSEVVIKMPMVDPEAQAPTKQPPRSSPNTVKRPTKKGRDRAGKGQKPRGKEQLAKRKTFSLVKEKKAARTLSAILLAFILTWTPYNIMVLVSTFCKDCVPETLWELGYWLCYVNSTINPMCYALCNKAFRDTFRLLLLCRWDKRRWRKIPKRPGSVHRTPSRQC
CHO-K1 Ca antag: M1 antagonist counterscreen hit in parental CHO-K1 cells; inhibition, % at 3 µM; actives 0.6% (n = 360,000); AID 602250; ATP-induced calcium, Fluo-8 fluorescence;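 active means inhibition above a per-plate cutoff, the plate's mean sample inhibition plus 3 SD, cut at about 24% in these data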;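 further: 0% = DMSO plus EC80 ATP and 100% = DMSO alone without ATP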
CHO parental Ca: counter-screen for OX1R antagonists: effect in parental CHO cells; parental CHO-K1, ATP-induced calcium, Fluo-8 fluorescence; actives 0.63% (n = 330,000); inhibition, % at 5.6 µM; AID 463079;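 active means inhibition above that plate's mean sample inhibition plus 3 SD, cut at about 26% in these data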;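 further: 0% = ATP-challenged DMSO wells and 100% = DMSO wells without ATP; some compounds past the cut are filed as inactive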
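Test system: parental CHO cells; detection: calcium-sensitive Fluo-8 fluorescence; evaluation: percent inhibition of calcium signal; also added: ATP as calcium-mobilizing challenge; repeats: one well per compound; control set: ATP-challenged DMSO wells low, unchallenged DMSO wells high; compound: single nominal dose of 5.6 µM per compound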
CHO-K1 Ca PAM: M1 PAM counterscreen hit in parental CHO-K1 cells. ATP EC20, Fluo-8 calcium fluorescence; 0% at ATP EC20, 100% at ATP max. activation, % at 3 µM. actives 0.02% (n = 360,000). AID 602247;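 active means activation above the run cutoff, the mean activation of all test compounds plus 3 SD, cut at about 40% in these data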;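 further: peak over basal fluorescence ratio in a 140 s read after ATP addition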
CHRM1 antagonist: human CHRM1 antagonism; AID 588852; actives 1.3% (n = 360,000); CHO-K1 hM1, Fluo-8 calcium fluorescence, ACh EC80 antagonist; inhibition, % at 3 µM; P11229;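 active means percent inhibition above its own plate's cutoff, namely the mean of that plate's compound wells plus 3 SD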;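 further: peak over basal fluorescence ratio during 140 s after agonist addition; 0% = ACh EC80 plus DMSO and 100% = DMSO alone without agonist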
TAAR1 ag: agonists of human TAAR1; AID 624467; actives 0.99% (n = 360,000); CHO RD-HGA16 TAAR1, Fluo-8 calcium fluorescence; vehicle wells 0%, saturating PEA agonist 100%; activation, % at 3 µM; Q96RJ0;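 active means activation above the mean activation of all test compounds in the run plus 3 SD, cut at about 38% in these data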
Target sequence (Q96RJ0 whole entry, looked up): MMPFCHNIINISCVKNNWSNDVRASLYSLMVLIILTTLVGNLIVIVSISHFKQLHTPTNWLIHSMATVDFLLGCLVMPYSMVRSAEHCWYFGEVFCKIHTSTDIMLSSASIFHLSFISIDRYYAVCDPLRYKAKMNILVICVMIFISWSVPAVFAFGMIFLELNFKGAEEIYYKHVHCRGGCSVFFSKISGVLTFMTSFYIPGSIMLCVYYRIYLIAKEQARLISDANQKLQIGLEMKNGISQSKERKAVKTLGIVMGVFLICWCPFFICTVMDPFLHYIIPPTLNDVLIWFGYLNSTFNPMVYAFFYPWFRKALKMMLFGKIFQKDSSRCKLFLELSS
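System: CHO RD-HGA16 cells carrying human TAAR1 plus Gα16; Incubation: 17-24 h seeding, 75 min 37 °C dye, 30 min RT; Measured by: Fluo-8 fluorescence, 5 s baseline then 140 s kinetic read; Control set: DMSO and PEA EC100; Replication: single well for each compound.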
CHRM1 PAM: potentiates human M1 receptor response to acetylcholine; P11229; activation, % at 3 µM; CHO-K1 hM1, Fluo-8 calcium fluorescence, ACh EC20; 0% = ACh EC20, 100% = maximal ACh; actives 0.088% (n = 360,000); in the data active means activation above about 19%, passing the limit was not always enough
M1 ag parental: counter-screen for M1 agonists: effect in parental CHO-K1 cells | Fluo-8 calcium fluorescence; scaled to maximal ATP response, vehicle zero | activation, % at 3 µM | actives 0.48% (n = 360,000); in the data active means activation above about 15%;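 further: untransfected CHO-K1 host cells lacking M1 receptor as counterscreen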
TAAR1 antagonist: antagonists of human TAAR1; Q96RJ0; inhibition, % at 3 µM; actives 1.5% (n = 360,000); CHO RD-HGA16 TAAR1, Fluo-8 calcium fluorescence, antagonist;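 active means inhibition above a per-plate cutoff, the mean inhibition of test compounds on that plate plus 3 SD, cut at about 49% in these data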;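 further: 0% = DMSO plus EC80 beta-PEA response and 100% = DMSO alone without agonist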
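System: RD-HGA16 CHO cells with stable hTAAR1 and Gα16 | Probe or stimulus: EC80 β-phenethylamine stimulus | Dosing: 3 µM, single point | Times: Dye loading 75 min at 37 °C, then 30 min room temperature | Measured by: Fluo-8 calcium-sensitive fluorescence | Read-out basis: % inhibition of agonist calcium response | Replicates: n of 1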
* = called active by the depositor; . = not tested or not shown.

Letters – A = M1 ag; B = CHO-K1 Ca antag; C = CHO parental Ca; D = CHO-K1 Ca PAM; E = CHRM1 antagonist; F = TAAR1 ag; G = CHRM1 PAM; H = M1 ag parental; I = TAAR1 antagonist
CCCn1cnc2cc(NCc3cccc(OC)c3O)ccc21
  A = -7	B = 2	C = -3	D = 1	E = 6	F = 4	G = -3	H = 1.0	I = 1
CN(c1ccccc1)S(=O)(=O)c1cccc(C(=O)NC2CCCC2)c1
  A = 0	B = -5	C = -24	D = 3	E = -13	F = 4	G = 2	H = 0.5	I = -10
COc1ccc(CCN2C(=O)C3C4CC(C5C(C(=O)NN)=NOC45)C3C2=O)cc1OC (stereo not given)
  A = -4	B = -2	C = -28	D = -5	E = 0	F = 2	G = 5	H = -1.2	I = -11
CC(C)CC(NC(=O)C1CCCN1C(=O)OC(C)(C)C)C(=O)NCC(N)=O (stereo not given)
  A = -3	B = -11	C = .	D = 14	E = -12	F = 0	G = 7	H = 0.1	I = -8
O=C(Cc1ccccc1)NC1CCSc2ccccc21 (stereo not given)
  A = -6	B = 4	C = 3	D = 7	E = -7	F = 0	G = 4	H = -0.1	I = -12
NS(=O)(=O)c1cccc(NS(=O)(=O)c2ccc(/C=C/C(=O)OCC(=O)c3ccccc3)cc2)c1
  A = -6	B = -1	C = 25	D = 5	E = -2	F = 6	G = 1	H = 0.8	I = -7
Cc1cc(C)c(S(=O)(=O)N2CCN(c3ccc([N+](=O)[O-])c(NCC4CCCO4)c3)CC2)c(C)c1 (stereo not given)
  A = -3	B = -17	C = -17	D = 16	E = 3	F = 10	G = -3	H = 1.2	I = -3
CCO[C@H]1OC(C(N)=O)=C[C@@H](C2CCCCC2)[C@@H]1CCCO
  A = 0	B = -7	C = -10	D = 21	E = 0	F = 2	G = 3	H = 0.2	I = 20
N#Cc1nc(-c2ccccc2F)oc1NCc1cccc2c1OCO2
  A = -4	B = -18	C = -14	D = 2	E = 9	F = 4	G = 2	H = 1.7	I = 9
COc1ccccc1C(c1nnnn1Cc1ccccc1)N1CCN(c2nc3ccccc3s2)CC1 (stereo not given)
  A = -2	B = 3	C = -15	D = 8	E = 13	F = 0	G = 0	H = 0.2	I = 22
CCN(CC(=O)Nc1c(F)cccc1F)C(=O)/C=C/c1ccc2c(c1)OCO2
  A = 1	B = -2	C = -4	D = -6	E = -1	F = 0	G = 1	H = 0.8	I = -25
Cc1ccc(S(=O)(=O)N(C)c2ccc(C(=O)N3CCCCC3)cc2)cc1
  A = 1	B = -2	C = -8	D = 13	E = -1	F = 25	G = 9	H = 3.0	I = -6
CCOc1cccc(CN2CCCC(CNC(=O)c3cccc(OC)c3OC)C2)c1 (stereo not given)
  A = -10	B = -7	C = -13	D = 0	E = -1	F = 3	G = -2	H = -0.1	I = -11
CC(C)[C@H](NC(=O)c1ccccc1)C(=O)OCc1nc2scc(-c3ccccc3)c2c(=O)[nH]1
  A = 1	B = 5	C = 13	D = 6	E = 23	F = 13	G = -13	H = 9.8	I = 73*
CCN(CC)CCn1c(=N)n(CC(O)COc2cccc(C)c2)c2ccccc21 (stereo not given)
  A = -13	B = 3	C = -19	D = -6	E = 12	F = 5	G = -9	H = -0.2	I = 8
COc1c(O)cccc1/C=N/NC(=O)Cn1ccnc1C
  A = -3	B = -17	C = -7	D = -4	E = -4	F = 1	G = 15	H = 0.8	I = 3
CSCCC(NC(=O)COc1ccccc1)C(=O)N1CCCCCC1 (stereo not given)
  A = -4	B = 3	C = -26	D = 20	E = -3	F = 1	G = 4	H = -0.2	I = 21
Cc1ccc(/C=C/C(=O)NCc2ccccn2)o1
  A = -5	B = -5	C = -15	D = 18	E = -5	F = 2	G = 8	H = 1.0	I = -22
CCCCNC(=O)C1(NC(=O)Nc2ccc(C)cc2)CCCCC1
  A = -6	B = 8	C = -9	D = -6	E = 0	F = 2	G = 1	H = 0.0	I = -11
CC1CCN(CC(=O)n2c3c(c4ccccc42)CCCC3)CC1
  A = -4	B = -19	C = -36	D = 19	E = -14	F = 16	G = 0	H = -0.2	I = -6
CCN1CC(c2ccccc2)C(c2ccc(Cl)cc2)=N1 (stereo not given)
  A = -11	B = -6	C = -16	D = 8	E = -1	F = 21	G = -7	H = 0.1	I = -27
O=C(CCl)Nc1ccccc1Sc1ccccc1
  A = -7	B = 24*	C = -24	D = -6	E = 17	F = 5	G = -13	H = -0.4	I = 1
COc1cccc(CNC(=O)COC(=O)c2cccc(S(=O)(=O)N3CCCC3)c2)c1
  A = -4	B = 2	C = .	D = 7	E = -5	F = 2	G = 5	H = 1.9	I = -5
Cc1nc2nc(SCc3ccc([N+](=O)[O-])cc3)[nH]c2cc1Br
  A = -4	B = 3	C = -13	D = 5	E = 12	F = 3	G = -8	H = 2.1	I = -13
NC(=O)COC(=O)CN1C(=O)C2CCCCC2C1=O (stereo not given)
  A = -8	B = -10	C = -6	D = 8	E = 7	F = 1	G = -7	H = 0.5	I = -12
O=C1NC[C@@H](CCCCN2CCN(CC3CCCCC3)C(=O)C2=O)N(CCC2CCCCC2)C1=O
  A = .	B = 13	C = .	D = -9	E = .	F = 1	G = .	H = 7.9	I = -4
N#CC1=C(N)Nc2ncnn2C1c1ccc(F)cc1 (stereo not given)
  A = -9	B = -6	C = -7	D = 17	E = -12	F = 4	G = 10	H = 0.6	I = 2
CN(C)C(=O)c1cccn(Cc2ccc(C(F)(F)F)cc2)c1=O
  A = -4	B = -3	C = -9	D = 10	E = 6	F = 1	G = -7	H = 0.2	I = -4
Cc1cccn2cc(-c3cccc(NC(=O)c4cccs4)c3)nc12
  A = -8	B = 4	C = -24	D = -1	E = 3	F = 6	G = -1	H = 1.9	I = -10
O=C(Nc1cccnc1Cl)c1ccc(S(=O)(=O)N2CCCCCC2)cc1
  A = -4	B = -16	C = -13	D = 22	E = -6	F = 9	G = 4	H = 3.9	I = 7
CC1Cc2ccccc2N1C(=O)Cc1cccs1 (stereo not given)
  A = -5	B = -24	C = -12	D = 25	E = -10	F = -2	G = 10	H = -0.4	I = 15
CN(C)c1ccc(-c2cccc(C3CC=CC4C3C(=O)N(Cc3ccccc3)C4c3ccc4ccccc4c3)c2)cc1 (stereo not given)
  A = 1	B = -5	C = -21	D = -4	E = -2	F = 1	G = 5	H = -0.2	I = 1
CC1(C)OC(=O)C(=NNc2ccc(C(=O)O)cc2)C(=O)O1
  A = -2	B = -19	C = -9	D = 16	E = -8	F = 2	G = 5	H = 0.1	I = -33
COc1cccc(C(C)(O)c2nc(-c3cncnc3)cs2)c1 (stereo not given)
  A = -2	B = -8	C = .	D = -1	E = 1	F = 1	G = 0	H = 0.7	I = -6
C#CCNC(=O)C[C@@H]1C[C@@]2(C(=O)OCC)CCCC=C2N(Cc2cccc3ccccc23)C1=O
  A = .	B = -21	C = .	D = 13	E = .	F = 1	G = .	H = 0.6	I = -27
CC1CCC(C(C)C)C(OC(=O)C2=C3c4ccccc4S(=O)(=O)N3CC2)C1 (stereo not given)
  A = -3	B = -3	C = 2	D = 8	E = -4	F = 2	G = 2	H = 0.5	I = 2
COc1ccc(N2CCN(c3ccc(N)cc3C#N)CC2)cc1
  A = -4	B = -5	C = -12	D = 7	E = -13	F = 6	G = 2	H = 0.5	I = -11
Cc1cc2cc(CNC(=S)Nc3ccc(OC(F)(F)F)cc3)ccc2[nH]1
  A = -2	B = -8	C = 9	D = -5	E = -16	F = 1	G = 6	H = 0.5	I = 1
O=C(c1cccc(C(F)(F)F)c1)C1CCCN(C(=O)CCc2cnccn2)C1 (stereo not given)
  A = -12	B = -1	C = -15	D = 5	E = 1	F = 6	G = 0	H = 0.7	I = 5
CCc1noc(C)c1C(=O)N1CCCC(N2CCN(c3cccc(Cl)c3)CC2)C1 (stereo not given)
  A = -1	B = -4	C = -15	D = 1	E = -8	F = 0	G = 4	H = 1.0	I = -1
COc1cccc(CNC(=O)CCCn2c(=S)[nH]c3cc4c(cc3c2=O)OCO4)c1
  A = -4	B = 1	C = -21	D = 0	E = 17	F = 4	G = 1	H = 4.0	I = -25
O=C1N(c2cccc3ccccc23)C(c2ccccc2)N2CCCN12 (stereo not given)
  A = -3	B = -9	C = -8	D = 4	E = -1	F = -1	G = 4	H = 0.2	I = 3
COc1ccc(-n2c(=O)c3ccccc3n(CC(=O)NC3CCCC3)c2=O)c(OC)c1
  A = -5	B = -9	C = 3	D = 29	E = -10	F = 1	G = 10	H = 1.3	I = -6
Cc1noc(C)c1NC(=O)N(C)C[C@@H]1OCc2cnnn2CCCC(=O)N([C@@H](C)CO)C[C@@H]1C
  A = -3	B = -9	C = .	D = 7	E = -12	F = 0	G = 0	H = 0.7	I = -17
COc1cccc2sc(=NC(=O)CS(=O)(=O)c3ccccc3)n(C)c12
  A = -3	B = 9	C = .	D = 8	E = -11	F = 1	G = 7	H = 0.2	I = -6
c1ccc(CCn2nnnc2C(c2cccs2)N2CCOCC2)cc1 (stereo not given)
  A = -4	B = 3	C = -15	D = 9	E = -2	F = 14	G = 3	H = -0.2	I = 1
Cc1cnc(CNC(=O)c2ccc3sc([C@@H]4O[C@H](CO)[C@H](O)[C@H](O)[C@H]4O)nc3c2)cn1
  A = -3	B = -4	C = .	D = 10	E = -10	F = 0	G = 1	H = 0.8	I = -8

In the list so far, these have a nitro group on carbon:
Letters – A = M1 ag; B = CHO-K1 Ca antag; C = CHO parental Ca; D = CHO-K1 Ca PAM; E = CHRM1 antagonist; F = TAAR1 ag; G = CHRM1 PAM; H = M1 ag parental; I = TAAR1 antagonist
Cc1cc(C)c(S(=O)(=O)N2CCN(c3ccc([N+](=O)[O-])c(NCC4CCCO4)c3)CC2)c(C)c1 (stereo not given)
  A = -3	B = -17	C = -17	D = 16	E = 3	F = 10	G = -3	H = 1.2	I = -3
Cc1nc2nc(SCc3ccc([N+](=O)[O-])cc3)[nH]c2cc1Br
  A = -4	B = 3	C = -13	D = 5	E = 12	F = 3	G = -8	H = 2.1	I = -13
